# MCF10A rereplic – A quantitative high throughput screen for small molecules that induce DNA re-replication in MCF 10a normal breast cells | MCF 10A DNA re-replication, Hoechst nuclear intensity, 48 h | Potency, µM (series often up to 46.1 µM), inactives show at the highest dose activity, positive = re-replication, most hits filed as activators | hit rate 2.9% among 350,000; further: potency means the concentration at half of the fitted maximal effect; % of control where 0% means no effect; nearly all actives have a fitted effect of over 50% in size
# KB-V1 cytotox – qHTS assay for MDR1-selective chemotherapeutics: Primary screen using the drug-selected MDR subline cells KB-V1. hit rate 3.4% among 400,000. KB-V1 MDR cells viability, CellTiter-Glo, 72 h. Potency, µM (titrated, usually from 46.1 µM), for inactives: top-dose activity change, negative = cytotoxicity, most hits filed as cytotoxic; further: potency means the concentration at half of the fitted maximal effect; on the % scale 0 is the no-effect control and ±100 the full control effect; nearly all actives have a fitted effect of over 60% in size
#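 Cells of the MDR subline KB-V1 are plated, dosed with compound at multiple concentrations, and incubated 72 h at 37 degrees C; CellTiter-Glo is then added and luminescence read after 10 min.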
# ATXN2 expr inh – Primary qHTS for Inhibitors of ATXN expression; HEK-293 ATXN2-luciferase reporter, luminescence, 24 h; Potency, µM (series often up to 57 µM), for inactives: top-dose activity change, negative = inhibition, most hits filed as inhibitors; hit rate 0.72% among 360,000; AID 1745845, 2022; further: potency means the concentration at half of the fitted maximal effect; on the % scale 0 is the no-effect control and ±100 the full control effect; nearly all actives have a fitted effect of over 55% in size
#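 ATXN2-luciferase reporter cells (luciferase flanked by upstream and downstream ATXN2 gene portions) were treated 24 h at 37 °C with compounds at up to 57 uM. SteadyGlo luminescence gave expression; GF-AFC fluorescence gave viability.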
# IL-1B inflam inh – qHTS for Inhibitors of Inflammasome Signaling: IL-1-beta AlphaLISA Primary Screen; THP-1 LPS/ATP IL-1B secretion, AlphaLISA, 16 h; stronger effect = lower value; activity change, % at 57.5 µM; hit rate 4.7% among 360,000; AID 743279, 2014; in the data active means activity change below about -50%; inconclusive means mostly about -30% to -49%; further: on the % scale 0 is the no-effect control and ±100 the full control effect
#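 THP-1 cells pretreated 1 hr with compounds (up to 57.5 uM final), then stimulated with LPS (250 ng/mL final) plus ATP (1.25 mM final); secreted IL-1B measured by AlphaLISA after 16 hr, decreased signal indicating inhibition.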
# ATXN viability – Viability Counterscreen for Primary qHTS for Inhibitors of ATXN expression | S2 cells (HEK-293 line with an ATXN2-luciferase reporter) viability, CellTiter-Fluor protease fluorescence, 24 h | Potency, µM (series often up to 56.7 µM), actives largely listed as cytotoxic | hit rate 0.49% among 400,000; further: potency means the concentration at half of the fitted maximal effect; nearly all actives have a fitted effect of over 40% in size
# KB-3-1 cytotox – qHTS assay for MDR1-selective chemotherapeutics: Primary screen using the parental adenocarcinoma cell KB-3-1; AID 1347075, 2019; KB-3-1 viability, CellTiter-Glo ATP luminescence, 72 h; hit rate 1.4% among 400,000; Potency, µM (titrated, usually from 46.1 µM), for inactives: top-dose activity change, negative = cytotoxic, usual class: cytotoxic; further: potency means the concentration at half of the fitted maximal effect; on the % scale 0 is the no-effect control and ±100 the full control effect; nearly all actives have a fitted effect of over 60% in size
#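 KB-3-1 cells, DMEM (no phenol red) + 10% FBS; compound by pin transfer, 72 h, 37 °C. Readout: CellTiter-Glo luminescence after 10 min. Data normalized, curve-fitted.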
# HT1080-NT tox – qHTS for induction of synthetic lethality in tumor cells producing 2HG: qHTS for the HT-1080-NT fibrosarcoma cell line | hit rate 1.6% among 360,000 | Potency, µM (top dose mostly 46.1 µM), for the others: at the highest dose activity, negative = less viability, usual class: cytotoxic | HT-1080-NT fibrosarcoma viability, CellTiter-Glo ATP luminescence, 48 h;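 further: NT is the 2HG producing partner of a matched IDH1 knockdown line; potency means the concentration at half of the fitted maximal effect; 0% = DMSO-treated cells and -100% = media-only wells without cells; nearly all actives have a fitted effect of over 55% in size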
#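 750 cells/well, RPMI + 5% FBS; 2 h settle, compound pin-transfer, 48 h at 37 degrees C. CellTiter-Glo 10 min RT, luminescence. Normalized to DMSO and media-only wells.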
# HT1080 IDH1KD tx – qHTS for induction of synthetic lethality in tumor cells producing 2HG: qHTS for the HT-1080-IDH1KD cell line. HT-1080 IDH1 knockdown viability, ATP luminescence, 48 h. Potency, µM (doses to about 46.1 µM), inactives show at the highest dose activity, negative = toxicity, hits mostly cytotoxic. hit rate 2% among 360,000;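 further: potency means the concentration at half of the fitted maximal effect; 0% = DMSO wells and -100% = cell-free medium wells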
#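 After a 2 h attachment period, IDH1KD HT-1080 cells took pin-transferred compound for 48 h at 37 °C; ATP-based luminescence after 10 min room-temperature reagent incubation reported viability.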
# SW480 rerep – A quantitative high throughput screen for small molecules that induce DNA re-replication in SW480 colon adenocarcinoma cells | AID 624297, 2012 | hit rate 1.8% among 340,000 | SW480 DNA re-replication, Hoechst DNA content imaging, 48 h | Potency, µM (highest dose often 46.1 µM), for the others: at the highest dose re-replication activation, most hits filed as activators; further: potency means the concentration at half of the fitted maximal effect; % of control where 0% means no effect; nearly all actives have a fitted effect of over 55% in size
#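 Image-based read-out: total Hoechst fluorescence of nuclei (405 nm excitation, 500-530 nm emission), with hits raising the fraction of high-intensity nuclei. SW480 colon cells incubated 48 hr with compounds at 37 C.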
# * hit, by the source's call; i = inactive; ? = inconclusive; . = no result given; & = joins results of further samples; [ ] = remark or other dose. Unless noted, the call rests on the fitted dose curve; in most records, active means well fitted curve in the direction sought with a large enough effect; inconclusive means small, poorly fitted or top-dose-only effect, or another doubt; inactive means no such curve, though single readings can be large; an effect the other way counts as inactive or inconclusive.
SMILES,MCF10A rereplic,KB-V1 cytotox,ATXN2 expr inh,IL-1B inflam inh,ATXN viability,KB-3-1 cytotox,HT1080-NT tox,HT1080 IDH1KD tx,SW480 rerep
COc1ccccc1C(=O)N/C(=C\c1ccc(Br)cc1)C(=O)NCC(=O)O,-3%,-3%,-1%,8,i,0%,1%,-3%,2%
Cc1cccc(C(=O)NNC(=O)c2ccc(NC(=O)C(C)(C)C)cc2)c1,-1%,6%,.,-12,?,-19%,-3%,-3%,-4%
CCN(CC)C(=O)[C@H]1CC(CC(=O)NCCCOC)C(=O)N2CCc3c([nH]c4ccccc34)[C@]12C (stereo partly specified),-3%,-5%,-3%,21,i,0%,-2%,-2%,?
C[C@H]1CN([C@@H](C)CO)C(=O)c2cc(Br)cnc2O[C@@H]1CN(C)C(=O)C1CCC1,.,-15%,9%,-13,i,?,3%,-3%,.
Cc1ccc(C)c(NC(=O)CCNS(=O)(=O)c2ccc3[nH]c(=O)oc3c2)c1,-4%,-3%,.,-1,.,-16%,-1%,-2%,-15%
O=C(CSCc1ccccc1)N1CCN(C(=O)c2ccco2)CC1,-8%,-4%,6%,1,i,-1%,0%,?,2%
O=C1c2cccc([N+](=O)[O-])c2C(=O)N1c1cccnc1,9%,15%,5%,3,i,5%,-19%,8%,-137%[inhibitor]
COc1ccccc1N1CCN(C2CCCC(C)C2)CC1 (stereo unspecified),1%,-11%,-11%,-17,i,2%,4%,0%,5%
COc1ccccc1C(=O)Nc1cccc(S(=O)(=O)N2CCCC2)c1,13%,?,.,-8,i,-8%,0%,-1%,3%
Cc1cc(C)cc(CC(=O)N2CCC2(C)C(=O)NS(=O)(=O)c2ccc(C(C)(C)C)cc2)c1 (stereo unspecified),.,0%,1%,42,i,0%,-3%,1%,.
O=C(NC1CCCC1)C(c1ccccc1)N(C(=O)c1ccno1)c1cccnc1 (stereo unspecified),13%,2%,3%,6,i,0%,10%,9%,2%
Cn1c(=O)c2[nH]c(CCCCCc3nc4ccccc4[nH]3)nc2n(C)c1=O,-2%,?,1%,4,i,?,-4%,-19%,25%
CCOc1ccccc1N(CC(=O)NCCSc1ccccc1)S(=O)(=O)c1ccccc1,.,?,?,.,?,-16%,.,.,.
CCCCC(C(=O)NC1CCCC1)N(C(=O)c1snc(C(N)=O)c1N)c1ccc(OCC)cc1 (stereo unspecified),14%,?,-14%,?,i,-6%,5%,2%,17%
CCC(C)NS(=O)(=O)c1cc2c3c(c1)CCC(=O)N3CCC2 (stereo unspecified),1%,0%,.,30,i,1%,-6%,0%,-8%
CCOC(=O)c1sc(NC(=O)c2ccccc2)cc1C,13%,-20%,53%[activator],?,?,-3%,-16%,-19%,11%
Cc1ccc2ncnc(NCCC(=O)O)c2c1,25%,-3%,-2%,14,i,11%,0%,0%,-7%
CC1CN(S(=O)(=O)c2ccc(F)cc2)C(C)N1C(=O)N1CCOCC1 (stereo unspecified),-17%,33%,30%,11,i,3%,22%,16%,1%
Cc1cc(C)cc(OCC(=O)OCc2cc([N+](=O)[O-])cc3c2OCOC3)c1,0%,20%,8%,11,i,-5%,0%,7%,-2%
CCCCSC1(SCCCC)N=C(N)C2(C#N)C(c3ccccc3)NC(C)=CC12C#N (stereo unspecified),-10%,-3%,-1%,-10,i,18%,-9%,-2%,-7%
CCc1ccc2cc(C)cnc2n1,.,21%,6%,47,i,0%,8%,3%,.
O=C(O)COc1ccccc1/C=N/NC(=O)c1cc(-c2ccc(Cl)cc2)nc2ccccc12,-6%,1%,-34%,0,i,-14%,-8%,0%,0%
Cn1c(SCC(=O)NC(=O)Cc2ccccc2)nnc1-c1ccc(F)cc1,-14%,15%,3%,17,i,8%,2%,-2%,-17%
COc1cc(NC2=CC(=O)CC(C)(C)C2)cc(OC)c1OC,10%,-16%,2%,0,i,?,10%,1%,-5%
COc1ccc(OC)c(NC(=O)Nc2nc(CN)cs2)c1,.,3%,-7%,-8,i,0%,2%,3%,.
COc1cc(OC)cc(C(=O)N/N=C(\C)CC(=O)Nc2ccccn2)c1,?,16%,-20%,62,i,0%,2.6µM*,3.3µM*,?
Cn1cc(CN(Cc2ccccn2)C[C@@H]2CCC(=O)N2)c(-c2ccccc2F)n1,21%,21%,-13%,2,i,5%,18%,12%,-12%
Cc1ccc(NC(=O)CCS(=O)(=O)c2ccc3nc(C)sc3c2)cc1,-9%,-11%&14%,-9%&-4%,0,i,2%&0%,1%,5%,-1%
CCC(Sc1nccn1C)C(=O)Nc1ccc(Cl)cn1 (stereo unspecified),-14%,?,-1%,-17,i,5%,16%,9%,-15%
N#Cc1c2c(c(NCCOCCO)n3c1nc1ccccc13)CCCC2,0%,-17%,-28%,-5,.,1%,-1%,-4%,6%
O=c1c(-c2ccccc2)c1-c1ccccc1,?,.,8.9µM*,.,8.9µM*,.,.,.,6µM*
COC(=O)c1ccccc1N=Nc1c(N)[nH][nH]c1=O,-3%,-14%,-26%,-15,?,?,2%,-9%,?
NC(=O)Cn1c(S(=O)(=O)Cc2ccccc2)nc2ccccc21,2%,1%,2%,21,i,6%,?,26%,2%
COC(=O)c1cc(C(=O)OCC(=O)NCc2cccs2)cc([N+](=O)[O-])c1,11%,0%,-9%,1,i,7%,-4%,7%,-9%
CCOc1ccc(NC(=S)NC(=O)/C=C/c2ccc(OC)c(OC)c2)c([N+](=O)[O-])c1,16%,?,?,-14,?,-7%,-3%,-7%,-2%
CCOC(=O)C1CCN(C2=NC(=O)/C(=C/c3ccc(OC)c(OC)c3)S2)CC1,-1%,-14%,.,-18,?,3%,0%,0%,-7%
COc1cccc(NC(=O)CSc2nnc3cc(C)nc(N)n23)c1,?,1%,2%,0,i,-2%,13%,7%,-4%
O=C(NN=C1CCN(Cc2ccccc2)CC1)c1cc(Br)ccc1O,2%,-9%,.,-4,i,3%,-2%,-5%,-6%
CN(C(=O)CC1C(=O)NCCN1Cc1ccc(F)c(F)c1)C1CCOCC1 (stereo unspecified),8%,2%,-5%,7,i,-1%,0%,5%,17%
Cc1ccccc1/C(N)=N/OC(=O)c1cccs1,-6%,-11%,16%,17,i,-2%,-1%,-3%,18%
O=C(CSc1ccc(F)cc1)NCCc1ccc(Cl)cc1,10%,1%,-10%,-23,i,12%,-2%,0%,8%
CCCCc1ccc(/C(C)=N/NC(=O)C2CCCC2)cc1,7%,-8%,13%,67,i,-9%,4%,9%,14%
O=C(COC(=O)CNC(=O)c1ccccc1)NC1CCCC1,2%,24%,4%,3,?,17%,8%,2%,-421%[inhibitor]
COc1cccc(C(O)c2nc(-c3ccc(F)cc3OC)cs2)c1 (stereo unspecified),.,?,4%,-22,i,-2%,?,19%,.
S=C(CN1CCCC1=S)NCCc1ccccc1,0%,3%,-4%,-13,i,-6%,11%,11%,1%
CN(CC(=O)Nc1cccc(F)c1)C(=O)c1ccccc1CCc1ccccc1,?,?,0%,0,?,1%,-22%,-16%,1%
CSC1=NCCN1C(=O)c1c(F)cccc1F,9%,12%,2%,9,i,-2%,10%,4%,-5%
CCOc1cccc(SCc2noc(C(=O)NC(C)C)c2C(=O)O)c1,-41%[inhibitor],25%,117%[activator],7,i,-6%,-13%,-8%,-7%
NC(=S)N=Nc1c(O)cc(O)c2[nH]c(=O)ccc12,-10%,0%,?,0,?,10%,4%,15%,-3%
CN1CCN(Cc2nc3c(c(=O)[nH]c(=O)n3C)n2CCc2ccccc2)CC1,5%,?,-2%,-1,i,-3%,17%,-2%,-18%
NC(=O)c1ccccc1N=Cc1ccc2ccccc2c1,?,?,44%[activator],9,?,?,?,?,?
COc1cccc(NC(=O)Cc2nnc(SCCOc3ccccc3)n2C)c1,4%,0%,-16%,-17,i,1%,-13%,-12%,11%
O=C(COc1ccccc1Br)Nc1ccccc1C(F)(F)F,0%,-8%,.,-2,i,-2%,16%,2%,0%
CCCC(C(=O)NC1CCCC1)N(Cc1ccccc1)C(=O)c1snc(C(N)=O)c1N (stereo unspecified),8%,-9%,-12%,-11,i,2%,4%,-2%,?
Cc1nc2ccccc2c(=O)n1-c1ccc(NC(=O)c2cccc([N+](=O)[O-])c2)cc1,.,17%,?,.,?,-2%,.,.,.
N#CCCn1cc(C(=O)Nc2ccccn2)c(-c2ccccc2)n1,-10%,0%,-7%,12,i,2%,8%,1%,-3%[9.22 µM]
Cc1noc(C)c1CCC(=O)Nc1cc(Cl)ccc1C(=O)O,.,27%,.,9,i,0%,-7%,-13%,.
COCCNC(=S)N1CCN(C(c2ccccc2)c2ccccc2)CC1,-1%,10%,-5%,32,i,5%,-18%,-3%,-4%

# Compound profiles, from the list above. Values in the order: MCF10A rereplic, KB-V1 cytotox, ATXN2 expr inh, IL-1B inflam inh, ATXN viability, KB-3-1 cytotox, HT1080-NT tox, HT1080 IDH1KD tx, SW480 rerep
# S=C(CN1CCCC1=S)NCCc1ccccc1 as listed: 0%, 3%, -4%, -13, i, -6%, 11%, 11%, 1%
# COCCNC(=S)N1CCN(C(c2ccccc2)c2ccccc2)CC1 as listed: -1%, 10%, -5%, 32, i, 5%, -18%, -3%, -4%
# O=C(COC(=O)CNC(=O)c1ccccc1)NC1CCCC1 as listed: 2%, 24%, 4%, 3, ?, 17%, 8%, 2%, -421%[inhibitor]
